EPAC1 antagonist: blocks human EPAC1 exchange factor; O95398; EPAC1 GEF assay, Rap1b-BODIPY-GDP exchange fluorescence; Potency, µM (highest dose often 115 µM), without a hit: at the highest dose activity change, negative = inhibition, hits mostly inhibitors; 360,000 compounds, 0.14% hits;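 also: potency is read from the fitted curve at half-maximal effect; plate controls were vehicle for no effect and positive control for full effect; nearly all actives have a fitted effect of over 50% in size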
EPAC1 agonist: EPAC1 (human) agonism | EPAC1 agonist qHTS, biochemical assay; response scale: 100% = response to 6.5 mM cAMP | Potency, µM (top dose mostly 154 µM), without a hit: at the top dose activation, most hits filed as activators | 360,000 compounds, 0.073% hits; also: potency is read from the fitted curve at half-maximal effect; nearly all actives have a fitted effect of over 60% in size
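Multi-concentration qHTS readout: loss of Rap1B-bound BODIPY-GDP fluorescence driven by 100 nM EPAC1 with excess GDP (50 uM), monitored kinetically at room temperature; agonist response expressed relative to 6.5 mM cAMP.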
PLK1 PBD block: blocks phosphopeptide binding to human PLK1 polo-box domain. P53350. Plk1 PBD binding of FITC phosphopeptide, fluorescence polarization. Potency, µM, for inactives: max response, negative = inhibition, hits mostly inhibitors. 360,000 compounds, 2.8% hits. AID 720504; also: potency is read from the fitted curve at half-maximal effect; series mostly up to about 57 µM; % is scaled to controls: 0 for no effect and ±100 for the full control effect; nearly all actives have a fitted effect of over 65% in size
EPAC2 ag: agonists of human EPAC2 (RAPGEF4); EPAC2 activation, biochemical qHTS; response scale: 100% = 6.5 mM cAMP response; Potency, µM (highest dose often 154 µM), inactives show at the top dose activation, most hits filed as activators; 360,000 compounds, 0.079% hits; AID 720711; also: potency is read from the fitted curve at half-maximal effect; nearly all actives have a fitted effect of over 50% in size
Target sequence (Q8WZA2 whole entry, looked up): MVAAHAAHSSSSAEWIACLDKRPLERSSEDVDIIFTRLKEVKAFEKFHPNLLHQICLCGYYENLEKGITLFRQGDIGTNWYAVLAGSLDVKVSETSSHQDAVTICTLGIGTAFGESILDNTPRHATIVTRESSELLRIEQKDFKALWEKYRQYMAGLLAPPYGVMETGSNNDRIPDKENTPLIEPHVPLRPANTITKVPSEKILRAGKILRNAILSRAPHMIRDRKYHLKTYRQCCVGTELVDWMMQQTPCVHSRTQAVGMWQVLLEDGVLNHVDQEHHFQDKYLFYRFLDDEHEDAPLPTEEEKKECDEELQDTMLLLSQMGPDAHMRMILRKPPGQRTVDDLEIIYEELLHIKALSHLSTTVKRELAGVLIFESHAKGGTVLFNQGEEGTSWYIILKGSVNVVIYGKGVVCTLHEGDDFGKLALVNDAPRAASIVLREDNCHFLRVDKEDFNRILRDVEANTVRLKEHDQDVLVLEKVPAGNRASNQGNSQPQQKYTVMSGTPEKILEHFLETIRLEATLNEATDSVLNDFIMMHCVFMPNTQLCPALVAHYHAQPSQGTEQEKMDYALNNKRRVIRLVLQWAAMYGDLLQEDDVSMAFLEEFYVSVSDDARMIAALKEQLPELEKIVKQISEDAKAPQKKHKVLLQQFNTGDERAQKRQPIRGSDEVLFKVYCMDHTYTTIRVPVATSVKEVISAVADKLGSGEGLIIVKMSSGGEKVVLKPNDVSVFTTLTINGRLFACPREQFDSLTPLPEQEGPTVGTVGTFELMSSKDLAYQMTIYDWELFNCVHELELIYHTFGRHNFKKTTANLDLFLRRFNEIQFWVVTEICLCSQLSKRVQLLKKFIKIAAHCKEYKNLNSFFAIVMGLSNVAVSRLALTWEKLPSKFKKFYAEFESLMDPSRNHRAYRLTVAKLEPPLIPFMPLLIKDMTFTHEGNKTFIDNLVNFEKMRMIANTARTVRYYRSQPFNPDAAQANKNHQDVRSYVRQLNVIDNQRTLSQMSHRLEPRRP
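Exchange assay: 100 nM EPAC2 with 250 nM Rap1B-BODIPY-GDP and 50 uM GDP. Fluorescence (ex 480/em 540 nm) read every 5 min for 30 min at room temperature. Data normalized to 6.5 mM cAMP as agonist control.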
CCT modulator: changes cytosolic chaperonin activity; purified chaperonin ATPase assay, HTRF ADP detection, 30 min; activity change, % (no concentration beside the values), hits read low; 360,000 compounds, 0.3% hits; AID 651819; in the data active = activity change below about -30%; also: % is scaled to controls: 0 for no effect and ±100 for the full control effect
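First, chaperonin was dispensed at 40 nM or 20 nM final depending on batch activity. Next, compounds were pinned at 76 uM and ATP added at 10 uM. After 30 min at 37 °C, ADP detection reagents ran 30 min at ambient temperature.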
PI5P4K alpha inh: blocks human PI5P4K alpha kinase activity. P48426. 330,000 compounds, 1.2% hits. PI5P4Kalpha enzyme, ADP-Glo luminescence, 60 min; active compounds read low. max response, %; active = max response of -50% or lower; inconclusive = between -30% and -50%; inactive = -30% or higher; also: value at the top dose of about 77 µM; % is scaled to controls: 0 for no effect and ±100 for the full control effect
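Reactions run in 0.038 M HEPES pH 7.4, 0.28 mM EGTA, 0.1% CHAPS and 5% DMSO, with PI5P4Kalpha, substrate, compound and 5 microM ATP final, one hour at room temperature. Readout is ADP-Glo luminescence.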
IL-2 act: activates IL-2 in a cell-based reporter assay; IL-2 activation reporter assay, cell-based qHTS; stimulated with anti-CD3/CD4/CD28 beads; in transgenic mouse T cells; activation, % (series mostly up to about 46 µM); 360,000 compounds, 0.065% hits; AID 652025; in the data active = activation above about 50%; inconclusive = mostly about 30% to 49%; also: 0% is about no effect
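EGFP and DsRed fluorescence is measured by plate cytometry in unstimulated transgenic mouse T cells exposed to compound for 60 minutes, then stimulated 18 hours at 37 degrees C with anti-CD3/anti-CD4 beads plus anti-CD28.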
WRN inhibitor: WRN helicase (human) inhibition | Q14191 | WRN helicase unwinding, fluorescent forked duplex, kinetic | 360,000 compounds, 0.46% hits | Potency, µM (doses to about 114 µM), inactives show at the top dose activity change, negative = inhibition, most hits filed as inhibitors; also: potency is read from the fitted curve at half-maximal effect; % is scaled to controls: 0 for no effect and ±100 for the full control effect; nearly all actives have a fitted effect of over 55% in size
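Screening of the MLSMR collection measured strand separation of a quenched forked DNA duplex (100 nM) by 20 nM WRN with 2 mM ATP, all final. Compounds were preincubated with enzyme 15 min at room temperature.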
* marks the source's active call; other numbers are inactive results; ? = inconclusive; nt = no result given; [ ] = dose if it differs, or a comment. Unless noted, calls follow the shape of the dose curve; as a rule, active = well fitted curve in the direction sought with a large enough effect; inconclusive = small, poorly fitted or top-dose-only effect, or another doubt; inactive = no such curve, though single readings can be large; an effect the other way counts as inactive or inconclusive. The list is partial, so the mix of outcomes need not match the whole.

Every second line gives: EPAC1 antagonist	EPAC1 agonist	PLK1 PBD block	EPAC2 ag	CCT modulator	PI5P4K alpha inh	IL-2 act	WRN inhibitor
O=C(/C=C/Nc1ccc(Cc2ccc(N/C=C/C(=O)C(F)(F)F)cc2)cc1)C(F)(F)F
  -13%	-2%	0%	-11%	-4.8	-15	-0.4	-17%
Cc1ccc(NC(=O)C2CCCN(C(=O)c3ccc(Cl)cc3)C2)cc1C (stereo unspecified)
  13%	-7%	11%	7%	0.1	-1	-1.6	-3%
O=C1CN(C(=S)Nc2ccc(OC(F)F)cc2)CCN1
  ?	-10%	-6%	11%	-2.7	8	11	1%
COc1ccccc1CNCc1cccc(Oc2ccccc2)c1
  -5%	6%	-2%	3%	0.0	7	-1.3	1%
Cc1cc(C(=O)N/N=C2\CCCC(=O)C2)c(C)o1
  -2%	12%	-1%	10%	0.4	-3	-0.5	-5%
COC(=O)[C@@]12C[C@@H](CC(=O)NCc3cccc(C(F)(F)F)c3)C(=O)N(CCc3ccc(OC)c(OC)c3)C1=CCC(C)(C)C2
  -16%	-20%	-6%	-15%	nt	21	-0.3	-5%
Cc1ccc(CNC(=O)c2cc(C3CC3)nc3c2cnn3C(C)C)cc1
  ?	-22%	-16%	-7%	0.8	6	-0.6	-16%
O=C(NCc1cccnc1)C1C2C=CC(C2)C1C(=O)Nc1cccc(C(F)(F)F)c1 (stereo unspecified)
  -2%	-7%	-1%	7%	1.2	-17	0.9	6%
Cc1ccccc1NC(=S)N(CCCN1CCOCC1)Cc1ccccn1
  12%	8%	-9%	4%	-2.1	-5	2.1	7%
C/C(=N/NS(=O)(=O)c1cc(C)ccc1C)c1c[nH]c2ccccc12
  -8%	-4%	-3%	-11%	-2.1	3	-5.4	-18%
Cn1c(=O)[nH]c(=O)c2c1nc(N1CCOCC1)n2CCN1CCOCC1
  4%	-3%	-5%	1%	-2.8	0	0.5	-2%
COc1ccc(-c2nn(-c3ccccc3)cc2C(=O)N(C)C)cc1
  -4%	-10%	-3%	2%	-1.0	3	-0.7	-3%
O=C(COC(=O)Cc1ccc(F)cc1)NC1CCS(=O)(=O)C1 (stereo unspecified)
  2%	3%	1%	4%	-24	7	-0.1	0%
Cc1cc(C(=O)NCCc2ccc(Cl)cc2)c(C)o1
  16%	1%	-15%	9%	-0.4	-8	-2.7	2%
O=C(COc1ccc(Cl)cc1Br)NNC(=O)C(=O)N1CCCCC1
  -18%	-6%	-4%	-5%	-0.8	-5	-2.4	-9%
CC(C)(C)c1nn(-c2ccccc2)c2[nH]c(=O)c(CNc3ccc4c(c3)OCCO4)cc12
  -19%	26%	-1%	11%	-2.4	nt	-0.2	-23%
CNC(=O)NC(=S)NC(=O)c1ccccc1Cl
  14%	7%	-21%	4%	-2.8	1	-0.2	0%
COc1ccc(N(CC(=O)NCC2CCCO2)C(=O)CCC(=O)Nc2cc(C)on2)cc1OC (stereo unspecified)
  9%	-3%	-4%	0%	0.3	3	0.4	-1%
CCOc1ccc(Br)cc1C(=O)N/N=C/c1c[nH]c2ccccc12
  -19%	-2%	-5%	2%	1.0	-3	0.6	-2%
CC1CCCC(C)N1CCNC(=O)C1CCN(S(=O)(=O)N2CCCCC2)CC1 (stereo unspecified)
  23%	1%	-4%	1%	0.2	nt	-2.5	2%
NNC(=O)c1cccc(S(=O)(=O)Nc2cc(Cl)ccc2Cl)c1
  -15%	15%	-12%	5%	-2.1	0	2.8	-26%
O=C(NC(=S)N1CCCc2ccccc21)c1ccc(Br)cc1
  -16%	1%	?	9%	-0.4	5	2.2	-23%[57.1 µM]
COc1cc(C=CC(=O)N2CCN(CC(=O)N3CCCC3)CC2)cc(OC)c1OC
  18%	5%	-7%	6%	-1.2	0	-1.8	0%
COc1ccc(C(=O)Nc2ccc3c(c2)OCCO3)cc1S(=O)(=O)N1CCOCC1
  9%	17%	1%	5%	0.7	-2	0.0	-2%
CN(C)c1cccc(C(=O)NNC(=O)/C=C/c2cccs2)c1
  -3%	-17%	-5%	5%	2.3	2	-0.4	0%
O=C(NC(=S)N(CCO)Cc1ccccc1)c1ccc(F)cc1Cl
  -19%	9%	-5%	12%	0.1	-2	-0.7	5%
COc1ccc(CCNC(=O)C2=CC=CN3CCS(=O)(=O)N=C23)cc1
  14%	-7%	1%	-1%	2.4	3	1.2	-1%
CCc1c(C)nc2ncnn2c1N1CCCC(C(=O)NCCc2ccc(OC)cc2)C1 (stereo unspecified)
  -5%	1%	-8%	-8%	-1.8	nt	0.3	-2%
c1ccc(-n2nnc3cnccc32)cc1
  8%	2%	-5%	-9%	-1.9	-5	-1.5	4%
CCN(Cc1ccccc1)C(=O)Cn1c(=O)n(CC(=O)NCc2ccco2)c(=O)c2sccc21
  7%	-5%	-5%	-3%	1.5	-8	-2.7	10%
Cc1ccc(Cn2nc(-c3ccccc3)nc2-c2ccccc2)cc1
  -11%	12%	-2%	-2%	0.0	29	-0.3	-23%
Cc1ccc(C)c(S(=O)(=O)N2CCCCC2CCNC(=O)C(=O)NCc2cccnc2)c1 (stereo unspecified)
  -2%	-2%	-15%	13%	-0.1	2	-2.1	3%
COc1ccc(C2CC(c3c(Cl)cccc3Cl)n3nc(N)nc3N2)cc1 (stereo unspecified)
  -10%	-9%	-7%	7%	-2.5	4	-2.7	-3%
O=C(NC(=S)NCC1CCCO1)c1ccco1 (stereo unspecified)
  -13%	-3%	-4%	10%	-0.4	1	0.5	-31%
O=C(NCCCc1ccccc1)C(=O)NCC1OCCN1S(=O)(=O)c1cc(F)ccc1F (stereo unspecified)
  -12%	-19%	2%	11%	-3.8	-18	-0.2	-2%
Cc1ccc(Cn2nc(C)c(NC(=O)CSc3nc4c(c(C(F)(F)F)n3)CCc3ccccc3-4)c2C)cc1
  -2%	3%	-7%	-9%	-1.6	12	0.2	-3%
Cc1cc(C)n(C(=O)c2ccc(C)c(Br)c2)n1
  -20%	-8%	-2%	6%	-0.4	10	-1.0	-4%
Brc1ccc(-c2cnc(-c3cccs3)o2)cc1
  -5%	16%	-10%	25%	-1.2	11	-1.8	-7%
OC(CN1CCN(c2ccccc2)CC1)c1c[nH]c2ccccc12 (stereo unspecified)
  11%	-1%	-2%	7%	-0.9	5	-0.3	3%
CN(Cc1ccsc1)C(=O)CCc1nnc(Cc2c[nH]c3ccccc23)o1
  0%	-5%	24µM*	-2%	0.2	-14	0.1	-25%
CC(C)(C)[C@H]1COC(=O)CCC/C=C/C[C@H](CC(=O)N(CCO)Cc2ccccc2)C(=O)N1
  -8%	-5%	-9%	8%	0.6	-3	-0.2	1%
Cc1ccc(CC(=O)NCC(C)C)cc1
  10%	11%	-11%	-2%	-1.8	nt	-1.9	1%
C[C@@H](C(=O)NCCc1c[nH]c2ccccc12)[C@H]1C[C@]1(C)[C@H](NC(=O)OCc1ccccc1)c1ccccc1
  -10%	-4%	-7%	15%	-2.0	1	-0.8	-5%
NC(=O)C1CCN(CC(=O)Nc2ccc3c(c2)OCO3)CC1
  4%	-3%	2%	13%	0.3	-1	-1.4	6%
O=C(Cc1ccccc1)c1c[nH]c(C(=O)O)c1
  -7%	-4%	-13%	4%	1.4	-12	-0.3	14%
COc1ccc(-c2ccc(Nc3ccc(S(=O)(=O)N4CCCC4)cc3)nn2)cc1OC
  -17%	9%	1%	8%	-4.0	nt	0.6	-21%
CCC1(C)Cc2c(C#N)c(SC)nc(N3CCOCC3)c2CO1 (stereo unspecified)
  -7%	4%	3%	12%	-3.1	4	1.3	5%
O=C(CNC(=O)c1ccco1)OCC(=O)c1ccc(Cl)cc1
  -1%	5%	-4%	17%	0.5	-1	-0.8	-4%
CN(C)CCCn1c(=O)n(Cc2ccccc2)c(=O)c2c3c(sc21)CCCCC3
  -14%	5%	-2%	6%	-0.7	13	-0.7	5%
Cc1ccc(NC(=O)c2ccc(NCCN)c([N+](=O)[O-])c2)cc1Cl
  -19%	-15%	4%	8%	-24	-4	0.0	-7%
O=C(NCc1ccccc1)c1c[nH]c2ccccc2c1=O
  -18%	7%	-9%	7%	1.4	3	-0.5	1%
CCOC(=O)Cc1csc(NC(=O)c2ccc(C)cc2)n1
  2%	-1%	-5%	-1%	0.6	5	0.0	-8%
CCCCN(C(=O)c1cccc(S(=O)(=O)N2CCOCC2)c1)c1c(N)n(CCC)c(=O)[nH]c1=O
  -5%	4%	-4%	5%	-1.1	1	-0.5	1%
CCOC(=O)COc1ccc2nsnc2c1Cl
  -25%	9%	-8%	4%	-0.2	-1	-0.7	-5%
CCOC(=O)C1(Cc2ccc(OC)cc2)CCN(C(=O)c2cc3ccccc3[nH]2)CC1
  -3%	11%	-8%	1%	-0.4	8	-0.1	-1%
COc1ccc(-c2nn(CCC#N)cc2C=C(C#N)C#N)cc1
  -5%	5%	-17%	10%	-1.5	3	-1.2	5%
CCOc1ccc2nc(SCC(=O)N(C)C3CCS(=O)(=O)C3)[nH]c2c1 (stereo unspecified)
  -4%	8%	-18%	8%	-2.2	-11	-0.9	-1%
CCOc1ccc2nc(SCC(=O)N3c4ccccc4Sc4ccccc43)c(C#N)cc2c1
  12%	12%	3%	9%	0.7	7	0.5	-21%
Cc1cc(=O)oc2cc(OCC(=O)OCC(=O)NC(=O)NC(C)C)ccc12
  1%	6%	0%	9%	-1.3	5	-0.4	-8%
CN1CCN(C(=O)c2ccc(CSc3nc4ccncc4n3Cc3ccc(F)cc3)cc2)CC1
  -7%	-15%	-15%	8%	-3.3	5	0.8	2%
CCOC(=O)Cc1csc(/N=C/c2c(O)n(-c3ccc(C)c(C)c3)c(=O)c3ccccc23)n1
  -4%	0%	12%	1%	-1.5	-14	-0.6	9%

Record cards, as listed above. Order of values: EPAC1 antagonist | EPAC1 agonist | PLK1 PBD block | EPAC2 ag | CCT modulator | PI5P4K alpha inh | IL-2 act | WRN inhibitor
CN(C)CCCn1c(=O)n(Cc2ccccc2)c(=O)c2c3c(sc21)CCCCC3 as listed: -14% | 5% | -2% | 6% | -0.7 | 13 | -0.7 | 5%
COc1ccc(-c2nn(CCC#N)cc2C=C(C#N)C#N)cc1 as listed: -5% | 5% | -17% | 10% | -1.5 | 3 | -1.2 | 5%

Source: PubChem BioAssay
